# MEP2-GFP yeast = alters MEP2-GFP fluorescence in TOR pathway yeast screen | S. cerevisiae MEP2-GFP strain, flow cytometry GFP, 3 h; 100% = DMSO control level | GFP response vs DMSO, % at 10 µM | 330,000 tested, 0.51% active;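 active means GFP response versus DMSO above a set limit, roughly screen mean plus 3 SD, cut at about 180% in these data; inconclusive means fewer than 70 cells counted for a yeast strain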;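 further: median GFP fluorescence of the barcode-gated MEP2-GFP cells per well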
# CIT2 TOR yeast = modulators of TOR pathway CIT2-GFP in S. cerevisiae; S. cerevisiae CIT2-GFP strain, flow cytometry, 3 h; 100 means same as DMSO wells; GFP response vs DMSO, % at 10 µM; 320,000 tested, 0.065% active;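 active means GFP response relative to DMSO above a set limit, near the screen mean plus 3 SD, cut at about 150% in these data; inconclusive means Fewer than 70 cells measured for a yeast strain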;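 further: ratio of well median GFP fluorescence to mean of DMSO wells on the plate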
# AGP1-GFP MLPCN = alters AGP1-GFP fluorescence in TOR pathway yeast screen; S. cerevisiae AGP1-GFP multiplex flow cytometry, 3 h; GFP as percent of DMSO wells; GFP response vs DMSO, % at 10 µM; AID 2066; 320,000 tested, 0.02% active;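 active means GFP response relative to DMSO above a set limit, near screen average plus 3 SD, cut at about 150% in these data; inconclusive means fewer than 70 cells counted for the yeast strain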;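 further: median GFP channel fluorescence of the gated AGP1 strain per well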
# AHR act = activators of human aryl hydrocarbon receptor. P35869. AHR-responsive luciferase reporter cells, luminescence. activation, % at 5 µM. 320,000 tested, 2.5% active. AID 2796; in the data active means activation above about 47%;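 further: 0% = vehicle wells and 100% = reference agonist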
# Target sequence (P35869 whole entry, looked up): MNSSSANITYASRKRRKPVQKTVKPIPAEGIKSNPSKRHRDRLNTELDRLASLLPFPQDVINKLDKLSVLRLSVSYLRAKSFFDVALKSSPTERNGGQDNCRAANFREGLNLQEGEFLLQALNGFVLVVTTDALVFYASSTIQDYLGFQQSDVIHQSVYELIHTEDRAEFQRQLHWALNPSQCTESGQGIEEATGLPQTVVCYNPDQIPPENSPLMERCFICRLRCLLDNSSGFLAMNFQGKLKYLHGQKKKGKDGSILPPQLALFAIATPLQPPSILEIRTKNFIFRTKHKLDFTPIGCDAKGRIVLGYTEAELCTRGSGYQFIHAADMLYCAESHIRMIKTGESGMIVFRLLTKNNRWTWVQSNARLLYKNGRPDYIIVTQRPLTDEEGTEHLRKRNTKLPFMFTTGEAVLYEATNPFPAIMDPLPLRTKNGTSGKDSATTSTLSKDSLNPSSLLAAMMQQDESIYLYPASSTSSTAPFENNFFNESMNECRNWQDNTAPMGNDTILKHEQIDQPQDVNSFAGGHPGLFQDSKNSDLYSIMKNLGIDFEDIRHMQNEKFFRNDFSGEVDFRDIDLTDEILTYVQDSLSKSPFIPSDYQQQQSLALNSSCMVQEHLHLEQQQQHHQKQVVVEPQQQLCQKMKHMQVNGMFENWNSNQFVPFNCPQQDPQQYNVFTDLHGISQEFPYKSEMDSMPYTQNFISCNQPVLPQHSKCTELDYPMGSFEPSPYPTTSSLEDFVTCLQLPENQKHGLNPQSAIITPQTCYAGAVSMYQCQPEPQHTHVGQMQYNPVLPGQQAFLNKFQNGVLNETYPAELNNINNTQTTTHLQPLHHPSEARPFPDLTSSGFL
# procasp3 activ = procaspase-3 (human) activation. P42574. recombinant procaspase-3 D3A, Ac-DEVD-pNA absorbance 405 nm. activation, % at 8.5 µM. 330,000 tested, 0.11% active;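 active means activation above the mean of all tested compounds plus 3 SD, cut at about 21% in these data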;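 further: 0% = DMSO alone and 100% = DMSO wells spiked with extra 5 µM PC-3 D3A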
# Target sequence (P42574 whole entry D9A/D28A/D175A): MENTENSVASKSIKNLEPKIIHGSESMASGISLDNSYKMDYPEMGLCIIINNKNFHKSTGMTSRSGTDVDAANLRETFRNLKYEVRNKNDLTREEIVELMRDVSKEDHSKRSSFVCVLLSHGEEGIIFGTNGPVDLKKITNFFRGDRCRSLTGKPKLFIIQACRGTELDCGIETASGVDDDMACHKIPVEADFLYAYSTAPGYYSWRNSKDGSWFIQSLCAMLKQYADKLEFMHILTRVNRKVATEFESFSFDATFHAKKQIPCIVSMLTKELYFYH
#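 Test system: Procaspase-3 D3A mutant; medium: Zinc-free HEPES/NaCl buffer with 0.01% Triton X-100 at pH 7.4; reagent: DEVD-pNA substrate; doses: one concentration, 8.5 µM nominal, 0.8% DMSO; times: 1 h preincubation plus 2 h reaction at 25 °C; signal: Epi-absorbance at 405 nm of released p-nitroaniline, 0 and 120 min; replicates: singlicate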
# proCasp7 act = counter-screen: procaspase-7 (human) activation | P55210 | recombinant procaspase-7, Ac-DEVD-pNA absorbance 405 nm; D23A/D198A/D206A triple mutant, cannot self-cleave; scale: DMSO 0, 5 µM enzyme 100 | activation, % at 8.5 µM | 330,000 tested, 0.093% active | AID 463210;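 active means percent activation above the screen-wide mean plus 3 SD, cut at about 25% in these data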
#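 Assay system: Uncleavable procaspase-7 mutant enzyme; Input: 2 µM procaspase-7 mutant as dispensed; Also added: DEVD-pNA substrate; Medium: Zinc-free HEPES pH 7.4 with 300 mM NaCl, 0.01% Triton X-100; Timing: 1 h compound preincubation, 2 h substrate cleavage, 25 °C; Measured by: Epi-absorbance of released pNA at 405 nm, two timepoints.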
# LAP4 TOR yeast = modulators of TOR pathway LAP4-GFP in S. cerevisiae; 320,000 tested, 0.34% active; GFP response vs DMSO, % at 10 µM; S. cerevisiae LAP4-GFP multiplex, flow cytometry GFP, 3 h; median GFP as percent of DMSO wells;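 active means GFP response vs DMSO above a set limit, about the screen mean plus 3 SD, cut at about 150% in these data; inconclusive means under 70 cell events counted for the yeast strain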
# RPL19A-GFP yeast = modulators of TOR pathway RPL19A-GFP in S. cerevisiae; S. cerevisiae RPL19A-GFP strain, flow cytometry, 3 h; hits give low values; AID 2025; 330,000 tested, 0.3% active; percent response vs DMSO, % at 10 µM;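 active means percent response vs DMSO below 50%; inconclusive means fewer than 70 events counted for the yeast strain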;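 further: median channel GFP fluorescence of the barcoded RPL19A-GFP strain; ratio of sample median GFP to plate DMSO average so 100% = DMSO; lower means less RPL19A-GFP as with rapamycin TOR inhibition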
# An asterisk follows results filed as active; u = inconclusive; x = not tested or not shown; [ ] = remark or other dose.
SMILES,MEP2-GFP yeast,CIT2 TOR yeast,AGP1-GFP MLPCN,AHR act,procasp3 activ,proCasp7 act,LAP4 TOR yeast,RPL19A-GFP yeast
C=CCNC(=O)/C(=C/c1cn(-c2ccccc2)nc1-c1cccc([N+](=O)[O-])c1)NC(=O)c1ccccc1,105,110,103,14,-12,-10,95,104
Cc1ccc(-c2ccccc2NC(=O)CS(=O)CC(=O)Nc2ccc(C)c(Cl)c2)o1 (configuration not stated),112,108,109,7,-14,-31,109,104
O=C(CSc1nnc(-c2csc3c2CCCC3)o1)Nc1ccccc1,94,92,98,24,5,5,106,98
Cc1ccc(OCCNC(=O)CCNC(=O)c2ccc(Cl)cc2)cc1,104,100,98,0,3,2,101,100
CCC(C)(C)NC(=O)C(c1ccc(OC)cc1)N(Cc1ccc(OC)cc1)C(=O)CCC(=O)Nc1cc(C)on1 (configuration not stated),104,101,96,0,5,-3,96,95
CCc1cc2cc(C(=O)Nc3ccc(F)cc3)sc2s1,100,97,98,-6,11,4,101,99
COC(=O)c1cc2ccsc2n1CC(=O)Nc1cc(Cl)ccc1OC,111,112,109,25,1,-1,111,108
COc1ccccc1C(=O)Nc1nnc(SCC(=O)Nc2ccc3c(c2)oc2ccccc23)s1,96,95,93,5,-5,5,88,97
COc1ccc(-c2cc(C(=O)N/N=C(\C)c3ccco3)c3ccccc3n2)c(OC)c1,90,85,90,38,2,4,83,99
N#Cc1nc(COc2ccccc2F)oc1N1CCCCCC1,96,85,102,36,2,8,119,90
O=C(CNc1cc(S(=O)(=O)N2CCOCC2)ccc1N1CCOCC1)Nc1cccc(C(F)(F)F)c1,104,104,99,8,15,5,98,96
CCOc1ccccc1NC(=O)CN(C)S(=O)(=O)c1ccc(OC)c(C)c1,89,x,87,-3,11,1,87,93
C/C(Cn1nnc2ccccc21)=N\OC(=O)c1ccccc1C,93,90,94,0,-1,9,98,91
COc1ccc(NC(=O)CN(C)C(=O)c2cn(-c3ccccc3)nc2-c2cccnc2)cc1,92,91,101,2,0,-9,101,91
S=C(NCc1ccco1)Nc1cc(Cl)c(Cl)cc1Cl,106,96,98,16,10,-16,112,103
CN1CCN(C(=O)c2c(NC(=O)c3ccco3)sc3c2CCC(C(C)(C)C)C3)CC1 (configuration not stated),104,102,108,0,4,4,108,101
CC1Sc2ccc(S(=O)(=O)CCC(=O)NC3CCCC(C)C3C)cc2NC1=O (configuration not stated),131,113,95,0,3,-7,113,97
Cc1nc(SCC(=O)Nc2c(C)n(C)n(-c3ccccc3)c2=O)c(C#N)c(C)c1C,96,86,98,4,0,-1,106,96
CCCC(=O)N1CCN(C2=NS(=O)(=O)c3ccccc32)CC1,103,104,108,-2,-1,15,113,108
O=C(Cc1ccccc1)NNC(=S)Nc1ccc(Cl)cc1,111,101,99,1,-7,-1,90,106
O=[N+]([O-])c1cccc(/C=N/Nc2nc(NCc3ccccc3)nc(N3CCOCC3)n2)c1O,97,98,94,21,3,5,101,95
O=C(CSC1=NCCN1)Nc1ccccc1[N+](=O)[O-],100,93,103,7,-6,-1,107,95
CCS(=O)(=O)c1ccc2oc(SCC(=O)N3c4ccccc4CC3C)nc2c1 (configuration not stated),96,99,102,2,-2,-1,106,101
Cc1ccc(CNc2nc(C)c(C(=O)N(C)C)s2)cc1,101,87,93,6,8,-8,79,94
COc1ccc(C(=O)NCc2nnc(SCC(=O)N3CCC(C)CC3)o2)cc1,106,105,102,1,2,5,95,104
COc1cc2c(cc1OC)C(=O)CC(C)S2 (configuration not stated),97,99,96,-1,9,8,109,96
O=C(Nc1ccc(N2C(=O)C3C4C=CC(C4)C3C2=O)cc1)Nc1cccnc1 (configuration not stated),108,108,99,4,1,4,103,94
CCSc1nnc2nc(C)cc(C)n12,96,89,96,-3,8,7,97,97
CC(C)C(NC(=O)c1ccc(F)cc1)C(=O)OCC(=O)N1CC(=O)Nc2ccccc21 (configuration not stated),100,111,98,-1,-1,8,81,102
O=C(Nc1nnc(CC2=CCCCC2)s1)Nc1ccccc1F,97,98,109,4,0,-15,102,98
COc1cccc(-n2c(SCC(=O)NCC3CCCO3)nc3c(c2=O)SCC3)c1 (configuration not stated),103,100,109,3,3,3,90,105
O=[N+]([O-])c1cccc(-c2n[nH]c(=S)n2Cc2ccccc2)c1,109,93,101,-2,-14,-14,95,106
O=C(NCc1ccco1)/C(=C/c1ccccc1)NC(=O)c1ccco1,107,117,105,-3,-4,2,87,103
CCOc1ccc(NS(=O)(=O)c2ccc3[nH]cc(C(=O)NCCOC)c(=O)c3c2)cc1,95,89,97,2,-3,0,101,94
CCOc1cc(N2CCOCC2)c(OCC)cc1NC(=O)c1ccccc1C,102,106,110,1,-4,-1,111,106
CCn1c(CNC(=O)c2ccc(F)cc2)cc2ccccc21,112,93,98,6,6,-2,107,100
O=C(NCc1ccccc1)C1CCN(S(=O)(=O)c2ccc(Cl)cc2)CC1,99,98,100,1,0,-4,104,100
COc1cccc(/C=N/NC(=O)c2ccc(N(C)S(=O)(=O)c3ccccc3)cc2)c1OC,105,103,100,11,7,-3,96,104
O=C1C=C(c2cccc(CO)c2)C[C@@H](c2ccc(F)cc2)C1,104,100,102,-3,17,9,103,101
Cc1cccc(CN2CCC(Oc3ccc(C(=O)N4CCCCC4)cc3)CC2)c1,109,94,99,1,-1,1,111,106
O=C(c1cc(-c2ccc(Cl)cc2Cl)on1)N1CCN(C(=O)c2ccco2)CC1,103,88,99,2,2,-10,111,94
COC(=O)/C=C1\SC(=NC(=O)c2ccc(OC)cc2)NC1=O,97,85,97,1,-13,-12,103,96
COC(=O)c1cccc(CSc2nnc(C)s2)c1,104,97,98,1,-1,2,96,94
O=[N+]([O-])c1cc(S(=O)(=O)Nc2ccc(Cl)cc2)ccc1N/N=C/c1ccncc1,96,x,100,9,-1,-6,92,101
COc1ccccc1CN(C)C(=O)c1ccc(S(=O)(=O)Nc2c(C)n(C)n(-c3ccccc3)c2=O)cc1,104,100,105,0,7,9,102,97
CC(=O)N1c2ccc(S(=O)(=O)N(C)CC(=O)NCc3ccccc3)cc2CC1C (configuration not stated),101,102,101,1,7,5,98,101
CC(NC(=O)c1ccco1)C(=O)N1CCN(C(c2ccccc2)c2ccccc2)CC1 (configuration not stated),101,92,104,-5,-3,2,101,102
Cc1onc(-c2ccccc2Cl)c1C(=O)OCc1cnc(Cl)s1,90,98,107,2,4,-2,105,102
CN(Cc1ccccc1)C(=O)c1nc2ccccn2c1CN1CCC(N2CCOCC2)CC1,92,80,106,7,4,2,92,96
O=C1c2cccc3cccc(c23)C(=O)N1c1cccc(O)c1,143,97,24,-2,-2,1,85,78
CCCCNC(=O)c1ccc2c(=O)n(CCCOCC)c(=S)[nH]c2c1,102,102,96,4,-13,2,108,101
CCc1ccc(N(CC(=O)NC2CCCC2)S(=O)(=O)c2c(C)noc2C)cc1,105,105,103,1,5,-4,95,101
O=C(O)c1ccc(N/N=C/C2=C(N3CCOCC3)C(=C\c3ccccc3)/CC2)cc1,95,89,84,1,1,-10,110,94
COC(=O)c1ccc(CNC(=O)Cn2cnc3c(OCc4ccccc4)ncnc32)cc1,88,91,94,0,-1,1,93,92
O=S(=O)(NC1CCCCC1Sc1ncccn1)c1ccccc1 (configuration not stated),99,96,102,0,1,-8,105,102
COc1cccc(OC)c1OCCCOc1c(OC)cccc1OC,86,82,90,15,3,5,97,96
O=C(CSc1nnc(-c2ccccc2)c(-c2ccccc2)n1)NCc1ccco1,96,94,97,1,-5,-14,102,93
COc1ccc(S(=O)(=O)NCCCCC(=O)O)cc1C(=O)O,96,99,107,0,7,11,105,92
CSc1ccc(/C=C(\C#N)C(=O)NC2CCCCC2C)cc1 (configuration not stated),99,101,100,2,-119,1,103,105
COc1ccccc1CC(=O)NCC1CCCO1 (configuration not stated),100,105,101,2,3,6,99,99
# Other entries:
SMILES,MEP2-GFP yeast,CIT2 TOR yeast,AGP1-GFP MLPCN,AHR act,procasp3 activ,proCasp7 act,LAP4 TOR yeast,RPL19A-GFP yeast
Cc1[nH]c2ccccc2c1SCC(=O)N1CCN(c2ccccc2)CC1,98,100,101,2,0,0,103,97
C=CCS(=O)(=O)c1cccc2cccnc12,101,99,96,1,-2,1,115,94
CCCc1cc(=O)oc2c3c(cc(OCC(=O)NCc4ccccn4)c12)OC(C)(C)CC3,105,100,106,6,13,0,103,102
O=C(NCc1cccc(F)c1)C1CCC(=O)N(CC2CCCCC2)C1 (configuration not stated),104,93,98,-3,5,-1,88,98
COc1ccc(Cl)cc1NC(=O)CN(C)C(=O)CCc1nc2ccccc2c(=O)[nH]1,93,90,95,6,-2,7,97,93
CCC(CC)C(=O)c1c[nH]c(C(=O)NCc2cccs2)c1,85,87,103,7,7,0,111,96
COc1ccc(/C=C/C(=O)OCC(=O)Nc2ccc(OC)c(S(=O)(=O)N3CCCCC3)c2)cc1,101,94,98,0,-5,2,99,101
Cc1ccccc1-n1cnc2c(sc3nc(N4CCOCC4)c4c(c32)CCCC4)c1=O,102,x,x,-4,-9,6,x,100
COc1ccccc1NC(=O)CNc1ccc(F)c(Cl)c1,87[may fluoresce red],80[may fluoresce red],u,9,2,4,u,u
COc1ccc(Cl)cc1NC(=O)CN(C)C(=O)C1CC(=O)N(Cc2ccc(C)cc2)C1 (configuration not stated),103,112,106,7,-1,0,95,97
CC(=O)Nc1nnc(SCC(=O)N2CCN(Cc3ccccc3)CC2)s1,95,93,98,1,-3,12,89,95
CC(C)(Oc1ccc(Cl)cc1)C(=O)NC1CCN(Cc2ccccc2)CC1,101,96,98,2,2,3,101,96
Cc1ccc(NC(=O)C2CC3CCC2C3)c(Br)c1 (configuration not stated),102,107,90,x,x,x,98,104
Cn1c(CSCc2ccc(F)cc2)nnc1SCC(=O)Nc1cccc(C(=O)O)c1,93,88,89,5,-2,-8,97,92
COc1ccc(NC(=O)C2CCN(C(=O)C3CC(=O)N(c4ccc(C)cc4)C3)CC2)c(OC)c1 (configuration not stated),102,105,102,-1,3,9,96,102
O=C(Nn1c(-c2ccc(Cl)cc2)nc2ccccc2c1=O)c1cccnc1Cl,103,101,97,104*,5,-3,86,104
COc1cc2cnc(-c3ccsc3)cc2cc1OC,100,104,100,49*,2,-1,103,101
O=C(CC1C(=O)NCCN1C(=O)c1ccc(F)cc1)OCc1ccccc1 (configuration not stated),94,94,96,2,0,-4,93,95

# 3 compounds out of the list above, sorted by the number in LAP4 TOR yeast, low to high.
Compound	MEP2-GFP yeast	CIT2 TOR yeast	AGP1-GFP MLPCN	AHR act	procasp3 activ	LAP4 TOR yeast	RPL19A-GFP yeast
O=C(CC1C(=O)NCCN1C(=O)c1ccc(F)cc1)OCc1ccccc1 (configuration not stated)	94	94	96	2	0	93	95
Cn1c(CSCc2ccc(F)cc2)nnc1SCC(=O)Nc1cccc(C(=O)O)c1	93	88	89	5	-2	97	92
COc1cc2cnc(-c3ccsc3)cc2cc1OC	100	104	100	49*	2	103	101

# Assay outcomes as filed in PubChem BioAssay.
